# Compound activity deposited in PubChem by National Center for Advancing Translational Sciences (NCATS).
# GALK inhibitor: blocks human galactokinase activity. Purified GALK, Kinase-Glo residual ATP luminescence. Potency, µM (highest dose often 57.5 µM), inactives show top-dose activity change, negative = inhibition, actives largely listed as inhibitors. P51570. hit rate 0.007% among 270,000; further: potency means the concentration at half of the fitted maximal effect; on the % scale 0 is the no-effect control and ±100 the full control effect
#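 Compounds were pin-transferred into ATP buffer (35 uM final), then GALK plus galactose (5 nM, 100 uM final) was added. After 1 h at room temperature, Kinase-Glo Plus was added and luminescence read after 10 min.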
# TRPV1 ag: agonists of human vanilloid receptor 1 (TRPV1). Q8NER1. TRPV1-expressing cells, Fluo-8 calcium influx, agonist mode. activation, % at 8.33 µM. hit rate 0.19% among 320,000; in the data active means activation above about 80%; inconclusive means between about 30% and that limit; further: 0% is about no effect
#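 Cells expressing TRPV1 were dye-loaded with Fluo-8 and read kinetically: 10 s baseline, 3 min after compound (agonist portion), then 2 min after EC20 capsaicin (allosteric enhancer portion). Calcium-bound dye fluorescence at 480/520 nm.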
# MBNL1 CUG block: inhibitors of human MBNL1 binding to CUG repeat RNA | hit rate 0.036% among 280,000 | Q9NR56 | TR-FRET MBNL1-His/biotin-(CUG)12 binding, 665/545 ratio | Potency, µM (series often up to 57.5 µM), for the others: top-dose activity change, negative = inhibition, hits mostly inhibitors; active means well fitted inhibition curve with a large enough effect in the signal ratio, with a control signal flat, not every such curve was filed as active; inconclusive means small, poorly fitted or top-dose-only effect, or effect the other way, or a change in a side signal; inactive means no such curve, though single readings can be large or run the other way; the % refers to the signal ratio; further: potency means the concentration at half of the fitted maximal effect; on the % scale 0 is the no-effect control and ±100 the full control effect
# Target sequence (Q9NR56 whole entry, looked up): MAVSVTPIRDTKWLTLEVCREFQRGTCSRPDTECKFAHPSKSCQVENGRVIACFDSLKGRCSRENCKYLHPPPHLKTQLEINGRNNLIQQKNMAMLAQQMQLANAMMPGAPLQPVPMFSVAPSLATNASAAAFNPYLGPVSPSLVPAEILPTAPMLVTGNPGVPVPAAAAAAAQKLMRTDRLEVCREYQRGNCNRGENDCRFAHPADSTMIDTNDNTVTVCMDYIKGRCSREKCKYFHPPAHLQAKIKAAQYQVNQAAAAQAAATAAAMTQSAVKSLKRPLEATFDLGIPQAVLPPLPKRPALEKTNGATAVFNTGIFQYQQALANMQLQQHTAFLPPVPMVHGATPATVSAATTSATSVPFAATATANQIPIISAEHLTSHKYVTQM
#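 Inhibition of protein-RNA binding appears as loss of TR-FRET between terbium anti-His antibody on MBNL1-His and streptavidin-XL665 on biotin-(CUG)12. Activity is normalized to buffer-only and uninhibited-complex controls.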
# KCNH2 WT inh: KCNH2 (human, wildtype) channel inhibition | U2OS, BacMam KCNH2, thallium flux FluxOr; active compounds read low | activity change, % at 1.84 µM | Q12809 | hit rate 0.37% among 340,000;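 active means maximum activity change below -70%; inconclusive means maximum activity change between -70% and -50%; inactive means maximum activity change above -50%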; further: on the % scale 0 is the no-effect control and ±100 the full control effect
#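 U2OS cells transduced with wild-type KCNH2 virus are loaded with FluxOr dye for 45 min, and thallium flux is measured in kinetic reads before and after stimulation buffer. Rate constants are normalized to DMSO controls.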
# FBPA coupling cs: counter-screen for Giardia aldolase inhibitors: coupling enzyme system; activity change, negative = inhibition, % at 58.2 µM, hits read low; hit rate 0.67% among 290,000; coupling enzyme system counterscreen, AmpLite Red fluorescence; in the data active means activity change below about -30%; further: on the % scale 0 is the no-effect control and ±100 the full control effect
#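 Counterscreen of the coupled detection system alone, without aldolase: glyceraldehyde-3-phosphate coupling enzymes plus AmpLite Red readout. Compounds at 57.5 uM final, 10 min RT preincubation, 20 min RT reaction, fluorescence 525/598 nm.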
# S-ASM inh: inhibitors of human secretory acid sphingomyelinase; Potency, µM (series often up to 57.5 µM), for the others: top-dose activity change, negative = inhibition, usual class: inhibitors; P17405; hit rate 0.006% among 340,000; placental ASM, HMU-PC fluorogenic substrate, 60 min; AID 504937; further: potency means the concentration at half of the fitted maximal effect
# Target sequence (P17405 47-631 limits assumed): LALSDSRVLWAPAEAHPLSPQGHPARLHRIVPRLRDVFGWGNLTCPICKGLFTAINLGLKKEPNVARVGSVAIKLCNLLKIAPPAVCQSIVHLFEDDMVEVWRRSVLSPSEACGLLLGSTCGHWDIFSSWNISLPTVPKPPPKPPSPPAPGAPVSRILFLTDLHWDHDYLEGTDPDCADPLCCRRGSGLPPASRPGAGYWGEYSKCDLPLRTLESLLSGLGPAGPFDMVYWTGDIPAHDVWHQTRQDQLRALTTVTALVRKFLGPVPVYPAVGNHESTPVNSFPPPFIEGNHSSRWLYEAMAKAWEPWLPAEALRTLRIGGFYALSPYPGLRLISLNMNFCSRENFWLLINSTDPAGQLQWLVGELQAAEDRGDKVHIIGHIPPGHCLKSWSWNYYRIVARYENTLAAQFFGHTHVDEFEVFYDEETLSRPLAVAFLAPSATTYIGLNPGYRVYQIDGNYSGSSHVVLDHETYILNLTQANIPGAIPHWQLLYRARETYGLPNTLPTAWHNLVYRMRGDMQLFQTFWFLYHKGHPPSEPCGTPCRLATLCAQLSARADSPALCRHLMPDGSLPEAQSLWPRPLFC
#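 Human placenta-derived ASM enzyme was preincubated with compound for 10 minutes at room temperature, then given fluorogenic substrate HMU-PC0 (9 uM final) for 60 minutes at 37 °C; a pH 10 stop preceded fluorescence reading at Ex 386/Em 447 nm.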
# Integrin act MD: integrin-mediated muscular dystrophy alleviation activation; alpha7betagal myoblasts, beta-gal FDG fluorescence, 48 h; Potency, µM (highest dose often 38.3 µM), inactives show top-dose activation, most hits filed as activators; hit rate 0.064% among 350,000; AID 624291;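 further: potency means the concentration at half of the fitted maximal effect; 100% = response of the positive control SU9516; nearly all actives have a fitted effect of over 60% in size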
#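 alpha7betagal+/- myoblasts (passage 13, 250/well) treated 48 h at 37C with compounds at 1:260 dilution of DMSO stock. Lysed, then beta-galactosidase activity read as FDG fluorescence (ex 480/em 540) after 30 min, with pre-read for autofluorescence.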
# MLL CXXC-DNA inh: MLL CXXC-DNA interaction inhibition. Potency, µM (titrated, usually from 115 µM), for the others: at the highest dose activity change, negative = inhibition, actives largely listed as inhibitors. AID 2662. MLL-CXXC / FITC-HOXA9 DNA fluorescence polarization. hit rate 0.037% among 290,000; active means well fitted inhibition curve with a large enough effect in the polarisation, with a control signal flat, not every such curve was filed as active; inconclusive means small, poorly fitted or top-dose-only effect, or effect the other way, or a change in a side signal; inactive means no such curve, though single readings can be large or run the other way; the % refers to the polarisation; further: potency means the concentration at half of the fitted maximal effect
#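 Purified MLL-CXXC (added from a 7 uM solution) was preincubated 5 min at ambient with pinned compounds in 50 mM Tris-HCl pH 7.5, 50 mM NaCl, 1 mM DTT, 0.05% BSA. Fluorescein-labeled HOX-A9 DNA (50 nM solution) followed, 30 min, then polarization read.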
# AT treatment: potential ataxia-telangiectasia treatment | […] A-T fibroblasts, KAP-1 phosphorylation AlphaLISA; neocarzinostatin DNA damage 30 min before lysis | Potency, µM (highest dose often 57.5 µM), without a hit: at the highest dose activation, actives largely listed as activators | hit rate 0.19% among 320,000 | AID 485349; further: potency means the concentration at half of the fitted maximal effect; % of control where 0% means no effect; nearly all actives have a fitted effect of over 45% in size
#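 hTERT-immortalized A-T patient fibroblasts ([…]), 500 cells/well in OPTI-MEM, 1% FBS, got compounds for 60 min, then NCS for 30 min at 37C. Lysates were then assayed for phospho-KAP-1 by AlphaLISA (anti-pKAP1 donor, anti-KAP1 acceptor beads), 6 hr at 25C.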
# KCNH2 3.1 inh: blocks the human KCNH2 3.1 channel isoform. U2OS KCNH2 3.1, thallium flux FluxOr; active compounds read low. activity change, % (tested at about 1.8 µM). hit rate 0.95% among 340,000. AID 720553;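 active means maximum activity change below -70%; inconclusive means maximum activity change from -70% to -50%; inactive means maximum activity change above -50%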;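 further: thallium influx rate constant from kinetic fluorescence after stimulation buffer; on the % scale 0 is the no-effect control and ±100 the full control effect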
#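 Steps: virus added to U2OS suspension (4 h, RT, dark); medium with 10% FBS added, cells plated, 37 C overnight; FluxOr/Red40 loading buffer 45 min RT; stimulation buffer, 2 min kinetic read; rate constant normalized.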
# The depositor's hits bear a star; ? = inconclusive; / = not tested or not shown; & = joins results of further samples; [ ] = dose if it differs, or a comment. Unless noted, the call rests on the fitted dose curve; in most records, active means well fitted curve in the direction sought with a large enough effect; inconclusive means small, poorly fitted or top-dose-only effect, or another doubt; inactive means no such curve, though single readings can be large; an effect the other way counts as inactive or inconclusive.
mol	GALK inhibitor	TRPV1 ag	MBNL1 CUG block	KCNH2 WT inh	FBPA coupling cs	S-ASM inh	Integrin act MD	MLL CXXC-DNA inh	AT treatment	KCNH2 3.1 inh
COc1cc([N+](=O)[O-])ccc1NC(=O)C1C2C=CC(C2)C1C(=O)O (configuration not stated)	-3%	-1	?	6	4	0%	12%	6%	9%	-14
Cc1cccc(-n2c(Cc3cc(=O)[nH]c(=O)[nH]3)nnc2SCC(=O)NCC2CCCO2)c1 (configuration not stated)	1%	/	9%	0	3	3%	5%	-4%	10%	2
CN(C)N1C(N)=C(C#N)C(c2ccc3c(c2)OCO3)C2=C1CC(C)(C)CC2=O (configuration not stated)	1%	-1	-2%	1	0	3%	16%	-3%	3%	-4
CCCCNC(=O)CN(c1cccc(Br)c1)S(C)(=O)=O	-2%	-1	-5%	35	5	3%	11%	-6%	/	-8
COc1ccc2c(c1)O[C@@H](c1cccc(C(F)(F)F)c1)[C@H](OC(=O)Nc1ccc(OC(F)F)cc1)C2=O	/	3	7%	-2	-1&-5	-15%	-9%	4%	-8%	-12
Cc1cccc(-c2ncc(CN3CCN(CC(C)C)C(CCO)C3)cn2)c1 (configuration not stated)	5%	1	0%	5	3	3%	-63%[inhibitor]	29%	5%	11
CN(Cc1cccc(F)c1)C(=O)CSc1nnnn1C1CC1	/	-3	/	2	/	-2%	1%	/	-3%	-2
CCCCCCc1cc2cc(-c3nnc(-c4ccccc4OC)o3)c(=O)oc2cc1O	-1%	?	-4%	-17	-2	326%[activator]	-192%[inhibitor]	?	?	-27
COCCCNc1nc2nonc2nc1N1CCN2CCCC2C1 (configuration not stated)	5%	-1	6%	3	0	4%	4%	-4%	5%	8
Cn1c(=O)c2c(nc(CN3CCN(Cc4ccccc4)CC3)n2Cc2ccc(F)cc2)n(C)c1=O	2%	3	0%	54	2	-1%	-10%	-1%	-1%	0
Cc1cccc(NC(=O)CSc2nc(N)c(NC(=O)c3cccs3)c(=O)[nH]2)c1C	/	3	0%	-8	4	-1%	2%	4%	2%	-1
COC(=O)C1=C(C)NC(=S)NC1c1ccco1 (configuration not stated)	4%	-1	1%	3	1	3%	13%	-11%	-1%	36
COC(=O)COc1ccc(S(=O)(=O)Nc2cc([N+](=O)[O-])ccc2C)cc1	7%	-1	26%	1	5	-1%	28%	-2%	-1%	11
COc1ccc(OC)c(CNC(=O)Cn2nc(C)c3c(C)n(-c4ccc(C)cc4)nc3c2=O)c1	9%	1	-1%	-23	7	-2%	-41%	7%	-7%	-8
CCN1C(=O)[C@H]2[C@@H](c3ccc(-c4ccc(C(C)=O)cc4)cc3)N[C@@](C)(C(=O)OC)[C@H]2C1=O	/	/	/	-10	/	-2%	-13%	/	2%	6
O=C(COC(=O)c1cc(=O)[nH]c2ccccc12)NC(=O)NC1CCCCC1	0%	-1	27%	-3	6	3%	0%	-1%	-7%	-5
COc1cc(OC)c(C2Nc3cccc4cccc(c34)N2)c(OC)c1	/	1	?	8	-4	-1%	0%	-9%	7%	1
COc1ccc(CN2CCCC(C(=O)N3CCCCC3)C2)c(OC)c1 (configuration not stated)	0%	-9	-4%	-3	-5	3%	-29%	-5%	10%	-3
Nc1ccc(NC(=S)Nc2ccccc2)cc1	0%	-2	-5%	7	2	-3%	24%	-2%	-7%	24
CS(=O)(=O)c1ccc(-c2cccc(NC(=O)COc3ccc(Cl)cc3)c2)nn1	7%	6	29%	-41	2	-10%	28%	?	8%	11
CCCCNC(=O)N1CCN(C(=O)c2ccco2)CC1	5%	0	1%	5	3	-1%	16%	2%	-5%	/
Nc1cc(=O)nc(SCC(=O)NC2CCCCC2)n1-c1ccccc1	2%	-5	-2%	-3	1	3%	0%	0%	1%	-2
CCOc1cc(C(=S)N2CCCCC2)ccc1OS(=O)(=O)c1ccc(Br)cc1	-6%	-2	2%	-6	-1	-3%	-37%[inhibitor]	-4%	-2%	-7
Cc1ccc(NC(=O)CN(C)C(=O)c2cc(S(=O)(=O)N(C)C)ccc2N2CCCC2)cc1	/	1	/	-2	/	0%	19%	/	1%	8
Cc1cc(C)c(NC(=O)COC(=O)Cn2nc(-c3ccccc3)oc2=O)c(C)c1	/	/	/	8	/	1%	12%	/	2%	4
CC(C)OC(=O)CC(=O)CSc1nc2c(cc1C#N)CCCCC2	0%	16	?	-7	-2	202%[activator]	-5%	-5%	5%	12
CCN1CCN(Cc2cc(=O)oc3ccc(Cl)cc23)CC1	-2%	4	-1%	-1	3	1%	-10%	-1%	5%	-18
Cc1ccc(S(=O)(=O)NCCSc2nnnn2-c2cc(C)ccc2C)cc1	0%	11	-11%	0	-1	-1%	-5%	4%	4%	-12
Cc1cc(C(=O)N/N=C/C=C/c2ccc([N+](=O)[O-])cc2)n[nH]1	3%	-2	?	?	2	-4%	-42%	-3%	-1%	/
CCN1CCN(c2nc3sc4c(c3c(=O)n2-c2ccc(OC)cc2)CCCCC4)CC1	-2%	26	-1%	0	0	0%	-25%	3%	-7%	-71*
CCn1c(SCCN2CCCCC2)nc2c1c(=O)n(C)c(=O)n2C	/	/	/	7	/	-3%	-10%	/	/	10
COc1ccccc1N1CCN(C(=O)C(=O)c2c(C)n(C)c3ccccc23)CC1	2%	1	0%	1	5	2%	-22%	2%	10%	3
COC(=O)CNC(=O)CNC(=O)Nc1ccccc1	-3%	-1	-1%	0	1	5%	-15%[7.66 µM]	-8%	-3%	2
N/C(=N\OC(=O)C1CCCCC1)c1cccnc1	-3%	9	5%	-13	-1	-1%	-4%	-1%	2%	2
CCOc1ccccc1NC(=S)N1CCCCCC1	3%	1	-1%	-2	3	7%	-18%	3%	1%	-1
COc1ccc(CC(=O)OCC(=O)Nc2cccc(C(C)=O)c2)cc1OC	/	16	/	-1	/	0%	0%	/	-2%	15
O=C(CSc1n[nH]c(=O)n1C1CC1)Nc1ccc(F)c(Cl)c1	/	/	/	1	/	-5%	-15%	/	1%	-14
NC(=O)CCc1nc2cc(C(F)(F)F)ccc2n(Cc2ccccc2)c1=O	0%	2	4%	-1	-2	-3%	21%	12%	2%	-12
CCOC(=O)c1c(C)[n+](-c2ccc(C)cc2)c(CC)c2cc(OC)c(OC)cc12	-2%	-1	18%	3	0	208%[activator]	-5%	1%	10%	?
COc1ccc2cc(CCC(C)=O)ccc2c1	-2%	16	3%	25	2&-1&-2	-2%	/	12%	/	0
CCOC(=O)c1c(NC(=O)COC)sc(C)c1C	-3%	13	3%	6	2	-1%	-4%	1%	1%	7
CC(=O)NS(=O)(=O)c1ccc(NS(=O)(=O)c2ccccc2[N+](=O)[O-])cc1	3%	-3	2%	-13	10	-3%	9%	2%	-8%	-10
COc1cc(C)c(Br)cc1S(=O)(=O)N1CCCC1	1%	13	6%	3	1	2%	-4%	0%	7%	2
COCCCNC(=O)c1cc(Nc2ccc(OC)cc2OC)nc2ccccc12	-1%	-3	7%	-20	2	1%	-8%	-1%	-20%	-3
CCOc1cc(C(=O)Nc2ccc(C(=O)NCCN(CC)CC)cc2)ccc1OCC(=O)N1CCOCC1	/	2	/	5	/	-3%	8%	/	6%	2
COc1cccc(NC(=O)CSc2nnc3ccc(-c4ccccn4)nn23)c1	/	-8	/	-1	/	38%	7%	/	3%	-4
COc1ccc(C(CNC(=O)c2cc(S(=O)(=O)N3CCCCC3)ccc2C)N2CCCC2)cc1 (configuration not stated)	/	/	/	15	/	-2%	19%	/	/	0
CC1CCCCN1CC(=O)Nc1ccc2c(c1)OCO2 (configuration not stated)	/	0	/	-3	/	0%	-4%	/	-4%	-1
C#CCN(C)Cc1ccccc1	-1%	-2	-34%	1	-3&0	3%	/	8%	3%	3
Oc1ccc(Cl)cc1CNc1ccccn1	-3%	?	5%	-15	0	0%	17%	-4%	5%	-21
CC(C)(C)c1ccc(C(=O)N2CCN(CCNC(=O)C(=O)NCc3ccccc3)CC2)cc1	2%	-6	-19%	4	-1	0%	23%	0%	3%	-1
CCn1c(=O)cc(SCC(=O)NCc2ccc(C)o2)c2ccccc21	0%	-3	-5%	1	2	-3%	-17%	5%	-3%	3
CCn1nc(C)cc1C(=O)N1CCCC(N(C)CCc2ccc(OC)c(OC)c2)C1 (configuration not stated)	-3%	11	-2%	0	/	3%	-37%	3%	15%	/
